MDM2 E3 inh: Mdm2 E3 ligase (human) inhibition | signal enhancement, % at 5 µM | actives 0.11% (n = 210,000) | cell-based MDM2 ubiquitination luciferase reporter, 2 h; 0 = plate control, 100 = twice control, blank-subtracted | Q00987;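 active = signal enhancement of 30% or more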;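 note: luminescence tracks abundance of the self-degrading MDM2-luciferase fusion protein; higher signal means inhibition of MDM2 E3 ligase activity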
Target sequence (Q00987 whole entry, looked up, the tested form may be a part): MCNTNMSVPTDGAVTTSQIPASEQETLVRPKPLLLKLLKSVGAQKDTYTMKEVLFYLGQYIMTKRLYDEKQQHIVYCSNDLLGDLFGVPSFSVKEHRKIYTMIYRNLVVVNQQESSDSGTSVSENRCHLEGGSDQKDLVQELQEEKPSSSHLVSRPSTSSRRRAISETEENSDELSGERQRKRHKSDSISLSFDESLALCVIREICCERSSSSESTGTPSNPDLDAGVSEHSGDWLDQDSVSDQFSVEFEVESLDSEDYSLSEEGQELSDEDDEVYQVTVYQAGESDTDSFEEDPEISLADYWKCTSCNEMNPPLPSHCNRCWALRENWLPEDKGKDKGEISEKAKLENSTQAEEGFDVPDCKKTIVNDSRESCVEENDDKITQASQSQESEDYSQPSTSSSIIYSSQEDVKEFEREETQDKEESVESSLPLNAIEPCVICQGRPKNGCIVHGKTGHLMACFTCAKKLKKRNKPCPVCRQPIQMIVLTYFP
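Timing – 2 h compound exposure at 37 °C · Assay system – mammalian cells stably expressing self-ubiquitinating, self-degrading MDM2 E3–luciferase fusion · Amount – 2000 cells seeded into each well · Measure – % luminescence enhancement versus blank-corrected plate control mean · Measured by – SteadyLite luminescence, 15 min reagent step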
FXIIa inh: factor XIIa (human) inhibition. P00748. purified FXIIa, Boc-QGR-AMC fluorogenic substrate, 2 h. inhibition, % at 5 µM. actives 0.3% (n = 220,000). AID 800; in the data active = inhibition above about 40%;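 note: 0% = enzyme with no compound and 100% = blank without enzyme; many of its hits are not listed in these tables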
Wee1 stabilizer: inhibitors of human Wee1 degradation; P30291; HeLa Luc-Wee1K328M stability, luciferase luminescence; 100% = proteasome inhibitor MG132 effect; reporter increase, % at 5 µM; actives 1.2% (n = 220,000); AID 1321;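 active = activation above the mean of all tested compounds plus 3 SD, set per screening run, cut at about 8.8% in these data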;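 note: cells exposed to compound for 20 h before luminescence read; 0% = DMSO alone and 100% = MG132 at 30 µM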
eIF4E 4G PPI: eIF4E/eIF4G interaction inhibition in translation initiation. TR-FRET eIF4E-eIF4GI(517-606) binding, 2 h. actives 0.37% (n = 220,000). inhibition, % at 21.7 µM. AID 782. P63073+Q04637;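 active = inhibition above about 30%, limit read from the data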;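 note: 0% = full FRET control wells and 100% = background wells lacking eIF4GI fragment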
14-3-3 Bad PPI: disrupts binding of bovine 14-3-3 zeta to phospho-Bad peptide; actives 0.71% (n = 220,000); AID 781; inhibition, % at 21.7 µM; TR-FRET 14-3-3zeta/Dy647-pBad peptide displacement, 1 h; P63103;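 active = inhibition above about 70%, limit read from the data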;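 note: 0% = full 14-3-3 plus peptide FRET controls and 100% = background without 14-3-3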
Target sequence (P63103 whole entry, looked up): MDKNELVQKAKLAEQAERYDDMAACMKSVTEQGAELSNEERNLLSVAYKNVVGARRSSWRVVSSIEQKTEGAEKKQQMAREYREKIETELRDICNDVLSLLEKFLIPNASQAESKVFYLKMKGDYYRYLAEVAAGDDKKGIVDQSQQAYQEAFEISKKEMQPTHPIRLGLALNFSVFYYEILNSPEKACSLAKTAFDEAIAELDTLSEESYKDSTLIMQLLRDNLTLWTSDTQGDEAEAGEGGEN
FXIa inh 1536: factor XIa (human) inhibition. purified FXIa, Boc-Glu-Ala-Arg-AMC fluorogenic substrate. inhibition, % at 5 µM. actives 0.14% (n = 220,000). AID 798;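 active = inhibition of at least 40%; inactive = inhibition below 40%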;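 note: fluorescence of freed AMC excited at 355 nm; 0% = enzyme without compound and 100% = no enzyme blank; many of its hits are not listed in these tables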
p97 ATPase inh: human p97 ATPase inhibition. P55072. recombinant p97 ATPase, Kinase-Glo ATP luminescence, 3 h. inhibition, % at 8 µM. actives 0.42% (n = 220,000). AID 1481; in the data active = inhibition above about 15%;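 note: 0% = DMSO vehicle and 100% = wells lacking enzyme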
KLK5 inh: blocks human kallikrein 5 protease activity; Q9Y337; actives 0.59% (n = 210,000); AID 873; recombinant hK5, fluorogenic AMC substrate cleavage; inhibition, % at 5 µM;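 active = inhibition of 40% or more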;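 note: 0% = enzyme controls without compound and 100% = no-enzyme blanks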
Target sequence (Q9Y337 67-293 limits assumed): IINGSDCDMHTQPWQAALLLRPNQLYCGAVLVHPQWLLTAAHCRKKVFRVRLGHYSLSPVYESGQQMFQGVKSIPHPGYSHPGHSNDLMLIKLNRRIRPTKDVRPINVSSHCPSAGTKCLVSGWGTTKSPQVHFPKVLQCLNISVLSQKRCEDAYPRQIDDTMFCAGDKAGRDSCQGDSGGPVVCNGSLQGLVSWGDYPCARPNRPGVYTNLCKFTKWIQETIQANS
Rad51 HR inh: Rad51 (human) homologous recombination inhibition; AID 1385; inhibition, % at 10 µM; Q06609; actives 0.085% (n = 200,000); hRad51 DNA strand exchange, fluorescence dequenching;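 active = inhibition above 40% at the single screening dose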;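 note: 0% = DMSO control wells and 100% = blanks with heterologous ssDNA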
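System: human Rad51 nucleoprotein filaments preassembled on unlabelled ssDNA. Reagent: labelled 47-mer dsDNA for strand exchange. Schedule: 30-min compound preincubation and 15-min exchange, both room temperature. Measured by: FRET fluorescence dequenching, excitation 485 nm, emission 520 nm. Read-out: Fluorescence-based percent inhibition, control- and blank-normalised. Benchmarks: plate controls and plate blanks.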
* = called active by the depositor; · = not tested or not shown; [ ] = another dose, or the depositor's remark. Not a hit list, and some 3.5% of all compounds hit somewhere here.

no.	structure	MDM2 E3 inh	FXIIa inh	Wee1 stabilizer	eIF4E 4G PPI	14-3-3 Bad PPI	FXIa inh 1536	p97 ATPase inh	KLK5 inh	Rad51 HR inh
1	COCCNc1cc(C)nc2ccccc12	-7	11	-1	2[fluorescence artefact?]	4[fluorescence artefact?]	-15	7	0	2
2	[O-][n+]1c2c(nn1-c1ccccc1)/C(=N/O)CCC2	·	15	9	2	-5	4	7	·	·
3	CCOC(=O)Cc1cc(=O)n2[nH]c(C)c(C#N)c2n1	-4	2	0	9	13[fluorescence artefact?]	2	3	-8	-7
4	COc1cccc(NC(=O)CN2C(=O)NC(C)(CC(C)C)C2=O)c1 (stereo not drawn)	-13	6	2	-2	-8	-5	0	-1	7
5	C=CCn1c(C(C)NC(=O)c2ccc(C)cc2)n[nH]c1=S (stereo not drawn)	9	13	5	-1[fluorescence artefact?]	-17[fluorescence artefact?]	28	0	6	17
6	Cc1ccc(OCC(=O)Nc2ccc(N3CCN(S(C)(=O)=O)CC3)cc2)c(C)c1	-3	6	-4	-1	3	-3	-7	2	-9
7	CCOC(=O)c1ccc(N2C(=O)CC(N3CCC(O)(c4ccc(Cl)cc4)CC3)C2=O)cc1 (stereo not drawn)	-11	7	-2	10	1	-2	-6	-3	4
8	CC(=O)NC(Cc1ccc(C)cc1)C(=O)NC1CCN(C(=O)c2cnccn2)CC1 (stereo not drawn)	-11	-6	0	1[fluorescence artefact?]	12	1	0	-18	-3
9	COc1ccc(N2CCCC2=N)c(OC)c1	-5	4	1	4	4	3	7	0	·
10	COc1ccc(CC(=O)NNC(=O)c2cccnc2)cc1OC	14	9	5	2	-7	1	2	4	-10
11	CSc1ncccc1C(=O)OCn1nnc2ccccc2c1=O	-2	27	4	-11	1	14	0	-4	-6
12	COc1ccc2c(-c3ccccc3)cc(SC(C)C(N)=O)nc2c1 (stereo not drawn)	-11	-6	1	-9	-35	-6	-4	-18	8
13	O=C1CC(c2ccccc2)CC(O)=C1C=NCCc1ccccc1 (stereo not drawn)	-6	9	-1	1	-12	0	0	0	17
14	CN(CCc1cnn(C)c1)Cc1nc(CC2CC2)no1	-8	6	-2	-1	6	3	2	·	13
15	Cn1c(Cl)c(/C=N/OC(=O)c2ccccc2Cl)c2ccccc21	-2	19	1	-2	-1	7	4	-6	·
16	O=C(O)c1cc(Cl)c2c(c1)[C@@H]1C=CC[C@@H]1[C@H](c1ccc(S(=O)(=O)N3CCOCC3)cc1)N2	-2	14	-1	5	3	8	8	-6	·
17	COC(=O)c1sc2ccccc2c1NC(=O)c1ccc(S(=O)(=O)N2CCCCC2C)cc1 (stereo not drawn)	11	3	-3	4	-9	2	3	-13	16
18	COc1ccc(CNC(=O)c2csnn2)cc1	-8	12	-1	-6	-11	-10	-2	-9	5
19	COC(=O)[C@@H]1C[C@@]2(O)[C@@H](O)[C@@H](O)[C@@H](O)C[C@H]2N1C/C=C/c1ccccc1	10	8	·	-6	2	1	·	-1	-7
20	O=C(Nc1ccc2oc(=O)ccc2c1)c1ccc(-c2cccc(Cl)c2)o1	·	7	0	18	92*	0	0	1	10

Random excerpt: 2 records from the list.
no.	structure	MDM2 E3 inh	FXIIa inh	Wee1 stabilizer	eIF4E 4G PPI	14-3-3 Bad PPI	FXIa inh 1536	p97 ATPase inh	KLK5 inh	Rad51 HR inh
7	CCOC(=O)c1ccc(N2C(=O)CC(N3CCC(O)(c4ccc(Cl)cc4)CC3)C2=O)cc1 (stereo not drawn)	-11	7	-2	10	1	-2	-6	-3	4
2	[O-][n+]1c2c(nn1-c1ccccc1)/C(=N/O)CCC2	·	15	9	2	-5	4	7	·	·

Other compounds:
no.	structure	MDM2 E3 inh	FXIIa inh	Wee1 stabilizer	eIF4E 4G PPI	14-3-3 Bad PPI	FXIa inh 1536	p97 ATPase inh	KLK5 inh	Rad51 HR inh
21	O=C(Cn1cc([N+](=O)[O-])cn1)Nc1nccs1	2	8	1	2	1	-1	4	5	1
22	NCCCCCC(=O)Nc1ccncc1	-4	2	1	0	2	-1	10	-1	3
23	S=C(Nc1ccc(Br)cc1)NC1CCCCC1	·	4	0	3	3[fluorescence artefact?]	0	-4	-31	·
24	N#Cc1c(-c2ccc(F)cc2)noc1N	-2	11	1	·	·	5	8	-3	1
25	CCc1ccc(NC(=O)/C(C#N)=C/c2cc3ccc(C)cc3nc2N2CCOCC2)cc1	-32	12	4	2	-13	13	-4	-5	-14
26	COC(=O)c1ccc(C(=O)NCCCCO)cc1	-3	6	-2	-1	-3	-2	-2	1	·
27	COc1cccc(NC(=S)NN=C2CCCCCC2)c1	-24	3	-2	-3	-19	-4	-8	-16	·
28	Cc1ccsc1/C=N/NC(=O)CN1CCN(S(=O)(=O)c2ccc(Br)cc2)CC1	-10	-7	1	2	7	-10	-7	-8	1
29	CCSc1ncc(Cl)c(C(=O)Nc2cc(C)ccc2C)n1	-18	14	-1	9	-1	1	0	6	18
30	COC/C=C/C1=CC2=CC(=O)C(C)(OC(=O)c3cnc4ccccc4n3)C(=O)C2=CN1CCN1CCOCC1 (stereo not drawn)	-5	12	·	4	-3	2	·	2	4
31	COc1cccc(N2CCN(C(=O)CSc3ccc(F)cc3)CC2)c1	-3	6	0	1	1	-4	-7	-12	-3
32	O=C(C1CCN(Cc2ccccc2)CC1)N1CCCC1	-39	14	3	-4	-4	-1	8	-3	·
33	CCOc1ccc(NC(=O)N2CCC(NC(=O)C(Cc3ccc(OC)c(OC)c3)NC(C)=O)CC2)cc1 (stereo not drawn)	-15	25	7	-5	5	19	-2	6	-2
34	CN1C(=O)CSc2ccc(NC(=O)N3CCN(c4ccccn4)CC3)cc21	-7	10	-1	-2	4[fluorescence artefact?]	6	7	-5	-6
35	Cc1cc(C(=O)N2CCN(c3ccc([N+](=O)[O-])cc3)CC2)no1	-5	15	1	-20	0	2	-4	-7	3
36	Cc1cccc(-n2c(SCc3ccc([N+](=O)[O-])cc3)nnc2-c2c[nH]c3ccccc23)c1	-19	12	0	2	-8	1	2	-3	32
37	Oc1cccc(Nc2nc(O)c(/C=C3\C=Nc4ccccc43)s2)c1	3	6	5	1	73*	4	32*	1	-376
38	CC(OC(=O)C1=Cc2ccccc2OC1)C(=O)NC1CCCC1 (stereo not drawn)	0	18	1	6	1	2	-1	-18	3
39	Cc1nn(-c2ccccc2)c(C)c1/C=C/C(=O)OCC(=O)NC1CCS(=O)(=O)C1 (stereo not drawn)	2	5	0	1	-6	1	0	-28	·
40	COc1ccc(S(=O)(=O)N2CCCC(C(=O)N3CCCCCC3)C2)cc1 (stereo not drawn)	3	-18	-3	1[fluorescence artefact?]	-4	-6	4	6	-4

Some of the entries so far, screen by screen:
#23 S=C(Nc1ccc(Br)cc1)NC1CCCCC1
#24 N#Cc1c(-c2ccc(F)cc2)noc1N
#25 CCc1ccc(NC(=O)/C(C#N)=C/c2cc3ccc(C)cc3nc2N2CCOCC2)cc1
#26 COC(=O)c1ccc(C(=O)NCCCCO)cc1
#27 COc1cccc(NC(=S)NN=C2CCCCCC2)c1

screen / no. | 23 | 24 | 25 | 26 | 27
MDM2 E3 inh | · | -2 | -32 | -3 | -24
FXIIa inh | 4 | 11 | 12 | 6 | 3
Wee1 stabilizer | 0 | 1 | 4 | -2 | -2
eIF4E 4G PPI | 3 | · | 2 | -1 | -3
14-3-3 Bad PPI | 3[fluorescence artefact?] | · | -13 | -3 | -19
FXIa inh 1536 | 0 | 5 | 13 | -2 | -4
p97 ATPase inh | -4 | 8 | -4 | -2 | -8
KLK5 inh | -31 | -3 | -5 | 1 | -16
Rad51 HR inh | · | 1 | -14 | · | ·

(more compounds)
no.	structure	MDM2 E3 inh	FXIIa inh	Wee1 stabilizer	eIF4E 4G PPI	14-3-3 Bad PPI	FXIa inh 1536	p97 ATPase inh	KLK5 inh	Rad51 HR inh
41	O=c1[nH]c(-c2ccccn2)nc2ccccc12	-11	23	0	0	2	0	4	-102	12
42	Cc1ccc(C)c(NC(=S)NCCSc2ccc(Cl)cc2)c1	-2	22	-1	-7	8[fluorescence artefact?]	26	1	-1	0
43	COc1ccc(S(=O)(=O)N2CCC(C(=O)NCCC3=CCCCC3)CC2)cc1OC	-11	22	0	-1	0	16	-5	0	-6
44	O=C(NCc1ccc2c(c1)OCO2)C1CCN(C(=O)Nc2ccc(Cl)cc2)CC1	0	1	0	-2[fluorescence artefact?]	4	0	2	1	3
45	COC(=O)CCC(=O)Nc1cccc2ccccc12	-22	-15	-2	3	-7	-21	4	-16	-4
46	CC1=C(C(=O)OC(C)C)C(c2ccncc2)n2ncnc2N1 (stereo not drawn)	-6	-7	2	-3[fluorescence artefact?]	14	-5	-3	2	5
47	Cc1nc(CSc2ccc(Cl)cc2)cc(NCc2ccccc2)n1	-11	9	-1	2	8	-14	-2	7	4
48	COc1ccc(C2N(c3ccc(F)cc3)C(=O)C3CCCN32)cc1 (stereo not drawn)	-15	12	2	1[fluorescence artefact?]	-1	1	6	0	2
49	COCc1nnc(NS(=O)(=O)c2ccc(C)cc2)s1	-6	17	-2	3	-2	17	11	4	-4
50	CN(C)c1ccc(CN(C)C2CCCCC2)cc1	-11	2	1	-2[fluorescence artefact?]	32[fluorescence artefact?]	-4	-2	2	7
51	O=C(CCS(=O)(=O)c1cccs1)Nc1ccc(C(=O)NC2CCCC2)cc1	-13	1	-1	-2	-8	-7	3	-1	1
52	COC(=O)Cc1[nH]nc2c1C1(C(=O)N(Cc3ccccc3)c3ccccc31)C(C#N)=C(N)O2 (stereo not drawn)	7	8	-1	1	-4	-2	1	-12	1
53	C=C1C2(C(=O)Nc3nccs3)CCC(C2)C1(C)C (stereo not drawn)	-14	2	0	0	8	-10	37*	2	-4
54	O=C(CSc1nc(O)cc(=O)n1-c1ccccc1)Nc1ccc(Br)cn1	-5	6	5	-2	2	8	4	-3	-3
55	CCOC(=O)c1sc2ncn(C(C)C(=O)OC)c(=O)c2c1C (stereo not drawn)	8	14	-1	-5	-3[fluorescence artefact?]	0	2	3	3
56	CC1CCCCN1C(=O)CSc1nnc(CSc2ncccn2)n1C (stereo not drawn)	-5	-2	0	2	-3	2	2	3	-9

High-throughput results from PubChem.
